LDHA inh = qHTS assay for inhibitors of human lactate dehydrogenase; AID 1347041, 2019; activity change, % (values are at about 110 or 230 µM); L-lactate dehydrogenase A chain (Homo sapiens), P00338; purified LDHA, NADH/diaphorase-resazurin fluorescence; active compounds read low; 480,000 tested, 0.15% active; in the data active = activity change below about -30%; inconclusive = mostly about -25% to -30%;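 note: plate controls were DMSO wells for no effect and wells without enzyme for full effect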
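Human LDH5 (2 nM) was incubated with 0.06 mM NADH and 0.2 mM pyruvate for 5 min at room temperature in Tris pH 7.4. Remaining NADH was coupled through diaphorase/resazurin, and resorufin fluorescence was read at 0 and 20 min.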
The depositor's hits bear a star. The list is partial (hit frequency here may not be typical).

How did COc1cc(/C=C(\C#N)c2nc3ccccc3[nH]2)ccc1OCC(=O)OC(C)C do in these assays?
LDHA inh: -4

What do the screens show for `CC(C)Cn1nc(C(=O)NN2C(=O)NC(c3ccccc3)(c3ccccc3)C2=O)c2ccccc2c1=O`?
LDHA inh: -4

What do the screens show for `O=C(NCc1ccccc1)C1c2ccccc2OCC(=O)N1C1CC1` (configuration not stated)?
LDHA inh: -7

Results for Clc1ccc(/C=N/Nc2c(Cl)cc(Cl)cc2Cl)cc1 ?
LDHA inh: 1

Results for Cc1csc(CNC(=O)c2ccc3nc[nH]c3c2)n1 ?
LDHA inh: 7

How did O=C(CSc1nc(Cl)nc2nc[nH]c12)Nc1ccc(OC(F)(F)F)cc1 do in these assays?
LDHA inh: -11

How did COc1ccc(OC)c(NC(=O)C2CCCN2C(=O)C23CC4CC(CC(C4)C2)C3)c1 (configuration not stated) do in these assays?
LDHA inh: -2

What do the screens show for `CC(c1nnc(SCCOc2ccc(Cl)cc2)n1-c1ccc(Cl)cc1)N(C)C` (configuration not stated)?
LDHA inh: 12

How did CC1(C)C(c2ccccc2)=[N+]([O-])C(c2ccc(Cl)cc2Cl)N1O (configuration not stated) do in these assays?
LDHA inh: -5

How did Cc1ccccc1OCc1nnc(SCc2c(Cl)cccc2Cl)n1C do in these assays?
LDHA inh: 10

In the list so far, five have a carbonyl joined to an NH by a bond outside any ring:
What do the screens show for `CC(C)Cn1nc(C(=O)NN2C(=O)NC(c3ccccc3)(c3ccccc3)C2=O)c2ccccc2c1=O`?
LDHA inh: -4

What do the screens show for `O=C(NCc1ccccc1)C1c2ccccc2OCC(=O)N1C1CC1` (configuration not stated)?
LDHA inh: -7

Results for Cc1csc(CNC(=O)c2ccc3nc[nH]c3c2)n1 ?
LDHA inh: 7

How did O=C(CSc1nc(Cl)nc2nc[nH]c12)Nc1ccc(OC(F)(F)F)cc1 do in these assays?
LDHA inh: -11

How did COc1ccc(OC)c(NC(=O)C2CCCN2C(=O)C23CC4CC(CC(C4)C2)C3)c1 (configuration not stated) do in these assays?
LDHA inh: -2

Other structures follow.
How did CN1C2=C(C(=O)CC(C)(C)C2)C(c2ccc(O)cc2)C2=C1CC(C)(C)CC2=O do in these assays?
LDHA inh: 4

Results for NCCOc1ccc2c(c1)CCC2 ?
LDHA inh: 1

Results for CC(C)(CNC(=O)C1CC2CCC1C2)CNC(=O)C1CC2CCC1C2 (configuration not stated) ?
LDHA inh: -3

How did CC(=O)c1cn(CC(=O)NCc2ccncc2)c2ccccc12 do in these assays?
LDHA inh: 12

Results for Cc1ccc(N)c(O)c1 ?
LDHA inh: 91

Results for Cc1cc(C)c2[nH]c(C)c(CN(C)C3CCCCC3)c(=O)c2c1 ?
LDHA inh: 8

Results for CCOC(=O)c1ccc(NC(=O)CSc2ncnc3c(-c4ccccc4)c[nH]c23)cc1 ?
LDHA inh: 2

How did Fc1ccccc1COc1ccc(Cl)cc1CNn1cnnc1 do in these assays?
LDHA inh: -5

What do the screens show for `CN1CCN(Cc2cc(=O)oc3ccc(O)cc23)CC1`?
LDHA inh: 2

What do the screens show for `O=S(=O)(c1ccc(F)cc1)N(Cc1nc(-c2ccccc2)no1)c1ccccc1`?
LDHA inh: 0

Results for CCOc1ccc(OCC(O)CN2CCN(c3ccc(C(F)(F)F)cn3)CC2)cc1 (configuration not stated) ?
LDHA inh: 2

How did O=C(NCc1cccs1)c1ccc2c(c1)N(Cc1ccccc1)C(=O)CS2=O (configuration not stated) do in these assays?
LDHA inh: -3

Results for O=C(NCc1ccccc1)Nc1ccc2oc(C3CC3)nc2c1 ?
LDHA inh: 2

What do the screens show for `O=C(COC(=O)c1cc(=O)c2ccccc2o1)NC1CC1`?
LDHA inh: 11

Results for CSc1ccc(CNc2cccc(C(=O)O)c2C)cc1 ?
LDHA inh: -4

What do the screens show for `O=C(/C=C/c1ccc(Cl)cc1Cl)c1ccc(O)cc1`?
LDHA inh: -5

What do the screens show for `Cc1ccc(C2C3=C(COC3=O)Nc3n[nH]c(C)c32)cc1C` (configuration not stated)?
LDHA inh: -10

What do the screens show for `NC(=O)c1ccsc1NC(=O)COC(=O)c1c(F)cccc1F`?
LDHA inh: -3

What do the screens show for `CSCCC(NC(=O)[C@@H](NC(=O)c1ccc(C)cc1)C(C)C)c1nnc2ccccn12` (some centres not stated)?
LDHA inh: 1

How did CCOC(=O)c1[nH]c(C)c(CNCCc2ccc(OC)c(OC)c2)c1C do in these assays?
LDHA inh: inconclusive

How did CCn1c(CSc2nnc(C3CC3)n2C2CC2)nc2cc(S(=O)(=O)N(C)C)ccc21 do in these assays?
LDHA inh: 3

Results for Cc1c(C(=O)O)nnn1-c1cccc(Br)c1 ?
LDHA inh: 4

How did CCS(=O)(=O)N1CCC(NC(=O)c2ccc3ccccc3n2)CC1 do in these assays?
LDHA inh: -5

Results for COc1ccc(CNC(=O)CSc2ccc3c(c2)OCCCO3)cc1 ?
LDHA inh: 3

What do the screens show for `Cc1ccc(CNS(=O)(=O)c2ccc(N3C(=O)C(C)CS3(=O)=O)cc2)cc1` (configuration not stated)?
LDHA inh: -4

How did O=C(Cc1ccccc1F)N(Cc1ccco1)C1CC1 do in these assays?
LDHA inh: 3

Results for Cc1ccc(C(c2c[nH]c3ccccc23)N(C)C(=O)C(C)C)cc1 (configuration not stated) ?
LDHA inh: 10

Results for NC(=O)c1cc(S(=O)(=O)NCC2CCN(Cc3ccc(Cl)cc3)CC2)cs1 ?
LDHA inh: 2

What do the screens show for `Cc1ccc(C(=O)NC(C)C)cc1`?
LDHA inh: 1

How did Cc1ccc2nc(-c3ccccc3)c(Cc3cccc(F)c3)n2c1 do in these assays?
LDHA inh: 6

What do the screens show for `CN(C)CCN1C(c2ccccc2)=CC(=C(C#N)C#N)C2=C1CCCC2`?
LDHA inh: 0

How did O=C(Cc1ccc(F)cc1)NNC(=O)c1ccc2[nH]c3c(c2c1)CCCC3 do in these assays?
LDHA inh: 6

Results for Cc1ccsc1C(=O)N(C)C1CCN(CCc2ccccn2)CC1 ?
LDHA inh: -6

What do the screens show for `CCOc1ccc2c(=O)c(Oc3ccc(C(=O)OC)cc3)c(C)oc2c1`?
LDHA inh: -1

What do the screens show for `N#Cc1cccc(OCC(=O)c2ccc3ccccc3c2)c1`?
LDHA inh: -1

How did O=C(NCc1ccccn1)c1ccccc1NS(=O)(=O)c1ccc2[nH]c(=O)[nH]c2c1 do in these assays?
LDHA inh: 5

How did Cc1cccc(N2CCN(C(=O)CNC(=O)NCc3ccc(F)cc3)CC2)c1 do in these assays?
LDHA inh: -2

Results for CC(C)C[C@H]1CN(CCCC[C@@H]2CNC(=O)C(=O)N2CC2CCCCC2)C(=O)C(=O)N1Cc1ccccc1 ?
LDHA inh: -6

Results for ClCCCNC1C2CC3CC(C2)CC1C3 (configuration not stated) ?
LDHA inh: 7

What do the screens show for `Cc1ccc(C(=O)c2oc3cc(NC(=O)c4ccncc4)ccc3c2C)cc1`?
LDHA inh: 2

How did Cc1ccc(CNC(=O)C2(CC(=O)NC(C)C)CCCC2)cc1 do in these assays?
LDHA inh: 0

What do the screens show for `CCOc1ccc(C2CCCN2C(=O)c2ccc(-n3cccn3)cc2)cc1` (configuration not stated)?
LDHA inh: -6

What do the screens show for `Fc1cccc(/C=C/c2nc3cc(-c4ccccc4)ccc3o2)c1`?
LDHA inh: 0

How did CCCCn1c(=O)n(CC(=O)Nc2ccc(C)cc2)c(=O)c2c1ncn2Cc1ccco1 do in these assays?
LDHA inh: 11

What do the screens show for `CN1CCN(c2ccc([N+](=O)[O-])c(-n3nc(-c4ccc(Cl)cc4)c4ccccc4c3=O)c2)CC1`?
LDHA inh: 5

Results for O=C(O)CCc1ccc(S(=O)(=O)Nc2ccccc2C(=O)Nc2ccccc2)cc1 ?
LDHA inh: 0

How did O=S(Cc1ccc(Cl)cc1)Cc1c(Cl)cccc1Cl (configuration not stated) do in these assays?
LDHA inh: 4

How did Cc1ccc(NC(=O)Cc2n[nH]c(=O)c3ccccc23)cc1C do in these assays?
LDHA inh: 8

How did COC(=O)c1cccc(NC(=O)c2ccc3c(c2)CC(c2ccc(F)cc2)OC3=O)c1 (configuration not stated) do in these assays?
LDHA inh: 6

How did Cc1ccc(S(=O)(=O)CCC(=O)Oc2ccc(C(C)C)cc2)cc1 do in these assays?
LDHA inh: 4

Results for O=[N+]([O-])c1ccc(/C=N/c2nc3c(s2)CCCC3)cc1 ?
LDHA inh: -1

Results for O=C1Nc2ccccc2-n2nnnc2C1N1CCN(CCN2CCOCC2)CC1 (configuration not stated) ?
LDHA inh: -2

Results for CCc1nc(CN(CC)Cc2cccs2)cs1 ?
LDHA inh: 1

What do the screens show for `O=C(CSc1nnc2ccccn12)N1CCN(Cc2ccccc2)CC1`?
LDHA inh: 1

What do the screens show for `C=C(C)c1cccc(C(C)(C)NC(=O)NC(CC)CO)c1` (configuration not stated)?
LDHA inh: 0

Results for Cc1ccc(-c2csc(N)c2C#N)c(C)c1 ?
LDHA inh: 12

What do the screens show for `Cc1ccc(CNc2oc(-c3ccc(S(=O)(=O)N(C)C)cc3)nc2C#N)cc1`?
LDHA inh: 1

What do the screens show for `CC(C)=CCN1CCN(CCO)CC1`?
LDHA inh: 1

What do the screens show for `COc1cc(OC)cc(C(=O)Oc2ccc(-c3ccccc3)cc2)c1`?
LDHA inh: 11

How did O/N=c1/oc2cc3occ(-c4ccc(F)cc4)c3cc2c2c1CCC2 do in these assays?
LDHA inh: 7

How did O=c1[nH]c(N2CCOCC2)nc2nccc(-c3ccsc3)c12 do in these assays?
LDHA inh: 32

How did CC(C)C[C@H]1CN(CCCC[C@@H]2CNC(=O)C(=O)N2Cc2ccccc2)C(=O)C(=O)N1CCc1ccccc1 do in these assays?
LDHA inh: -9

How did N#C/C(=C\c1ccc(OCc2cccc(C(=O)O)c2)cc1)C(=O)N1CCOCC1 do in these assays?
LDHA inh: -24

Results for CN(Cc1ccc(C(=O)NCC(F)(F)F)cc1)C(=O)/C=C/c1ccccc1 ?
LDHA inh: 1

Results for Nc1nc2ccc(Cl)cc2cc1C(=O)NCCc1c[nH]c2ccccc12 ?
LDHA inh: 2

What do the screens show for `CCCCNC(=O)C(NC(=O)Cc1cc(OC)cc(OC)c1)C(=O)c1ccccc1` (configuration not stated)?
LDHA inh: -7

Results for CCOC(=O)N1CCC(NC(=O)c2cc3cc(F)ccc3[nH]2)CC1 ?
LDHA inh: 3

What do the screens show for `O=C(O)COc1ccc(/C=C2/NC(=O)NC2=O)cc1Cl`?
LDHA inh: 1

What do the screens show for `O=C(O)CCCNS(=O)(=O)c1ccc(C(=O)O)cc1`?
LDHA inh: 7

Results for N#C/C(=C\c1ccc(-c2ccc(Br)cc2)o1)c1ccccc1 ?
LDHA inh: 3

What do the screens show for `COC(=O)c1ccc(CNC(=O)c2cccc(OC)c2)cc1`?
LDHA inh: -2

Results for CC(C)(C)NC(=O)CC(NC(=O)c1ccccc1Cl)c1ccccc1 (configuration not stated) ?
LDHA inh: 3

What do the screens show for `c1ccc(CNCc2nnc(-c3cc4ccccc4[nH]3)s2)cc1`?
LDHA inh: -14

What do the screens show for `CN(C)C(=O)SN(C(=O)c1ccccc1)c1ccccc1`?
LDHA inh: 7

What do the screens show for `COC(=O)c1nc2n(n1)C(c1cccc(Br)c1)C(C(=O)Nc1ccc(C)cc1C)=C(C)N2` (configuration not stated)?
LDHA inh: -1

How did CCOc1ccc(/C=C(/C#N)c2nc3ccccc3[nH]2)cc1OC do in these assays?
LDHA inh: 5

How did COc1cc(NC(=O)C(=O)NCCN(C)C)ccc1N1CCCCS1(=O)=O do in these assays?
LDHA inh: 1

Results for Cn1c(=O)[nH]c(=O)c2c1nc(Cl)n2Cc1ccccc1 ?
LDHA inh: 8

What do the screens show for `Cc1ccc(NC(=O)c2nn(CC(C)C)c(=O)c3ccccc23)cc1S(=O)(=O)N1CCOCC1`?
LDHA inh: 15

Results for CCN1C(=O)C(=O)N(Cc2coc(-c3ccc(C)cc3)n2)C1=O ?
LDHA inh: 3

Structures above with a nitro group on carbon:
What do the screens show for `CN1CCN(c2ccc([N+](=O)[O-])c(-n3nc(-c4ccc(Cl)cc4)c4ccccc4c3=O)c2)CC1`?
LDHA inh: 5

Results for O=[N+]([O-])c1ccc(/C=N/c2nc3c(s2)CCCC3)cc1 ?
LDHA inh: -1

(cont.)
How did C/C(=N\Nc1ccc([N+](=O)[O-])cc1)c1ccc(C)cc1C do in these assays?
LDHA inh: 7

How did Cc1c(-c2ccccc2)nc2c(C)cc(Br)cc2c1C(=O)NC1CCCCC1 do in these assays?
LDHA inh: -2

Results for O=C(N/N=C/c1cccc(Cl)c1)C1CC1 ?
LDHA inh: 2

What do the screens show for `CC(=O)N1CCC(N(CCCN2CCC(C)CC2)C(=O)Nc2ccccc2C(F)(F)F)CC1`?
LDHA inh: -5

Results for NC(=O)C1CCN(C(=O)Cn2ccc3cc(Br)ccc32)CC1 ?
LDHA inh: 8

Results for Cc1sc2ncn(Cc3nc(-c4ccco4)no3)c(=O)c2c1C ?
LDHA inh: 6

Results for Cc1cc(C(=O)Nc2ccc(S(=O)(=O)N3CCCCCC3)cc2)no1 ?
LDHA inh: 6

Results for O=c1c2ccc(Br)cc2nc2sc(Nc3ccc4c(c3)CCC4)nn12 ?
LDHA inh: 1

Results for CCCOc1ccc(NC(=O)COc2ccc(C)c(C)c2)c2cccnc12 ?
LDHA inh: -12

What do the screens show for `Cc1cc(NC(=O)COc2ccc3c(C(C)C)cc(=O)oc3c2)no1`?
LDHA inh: 5

3 records picked at random from the list so far, as already listed:
How did CC(C)C[C@H]1CN(CCCC[C@@H]2CNC(=O)C(=O)N2Cc2ccccc2)C(=O)C(=O)N1CCc1ccccc1 do in these assays?
LDHA inh: -9

How did O=C(Cc1ccc(F)cc1)NNC(=O)c1ccc2[nH]c3c(c2c1)CCCC3 do in these assays?
LDHA inh: 6

How did CC(=O)c1cn(CC(=O)NCc2ccncc2)c2ccccc12 do in these assays?
LDHA inh: 12
